p53 reactivator = re-activators of mutant p53; AID 504706; Potency, µM (titrated, usually from 92.2 µM), for inactives: at the highest dose activity change, positive = activation, hits mostly activators; H1299 p53-A138V BP100-luciferase reporter, luminescence, 24 h; hit rate 0.063% among 320,000; also: potency is read from the fitted curve at half-maximal effect; % of control where 0% means no effect; nearly all actives have a fitted effect of over 45% in size
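H1299 (p53-null), stable ts p53-A138V + BP100-Luc; 1000 cells/well, Opti-MEM/10% FBS; cpd 4 pt, 1:5; 24 h, 37 deg C, 5% CO2; detection reagent 10 min RT; luminescence.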
Tb PFK block = T. brucei PFK enzyme inhibition. O15648. T. brucei PFK, ADP-Glo luminescence. Potency, µM (titrated, usually from 57.5 µM), for the others: at the highest dose activity, negative = inhibition, actives largely listed as inhibitors. hit rate 0.17% among 330,000. AID 485367;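 also: potency is read from the fitted curve at half-maximal effect; 0% = uninhibited 1x PFK enzyme wells and -100% = no-enzyme wells; nearly all actives have a fitted effect of over 60% in size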
Target sequence (O15648 whole entry, looked up): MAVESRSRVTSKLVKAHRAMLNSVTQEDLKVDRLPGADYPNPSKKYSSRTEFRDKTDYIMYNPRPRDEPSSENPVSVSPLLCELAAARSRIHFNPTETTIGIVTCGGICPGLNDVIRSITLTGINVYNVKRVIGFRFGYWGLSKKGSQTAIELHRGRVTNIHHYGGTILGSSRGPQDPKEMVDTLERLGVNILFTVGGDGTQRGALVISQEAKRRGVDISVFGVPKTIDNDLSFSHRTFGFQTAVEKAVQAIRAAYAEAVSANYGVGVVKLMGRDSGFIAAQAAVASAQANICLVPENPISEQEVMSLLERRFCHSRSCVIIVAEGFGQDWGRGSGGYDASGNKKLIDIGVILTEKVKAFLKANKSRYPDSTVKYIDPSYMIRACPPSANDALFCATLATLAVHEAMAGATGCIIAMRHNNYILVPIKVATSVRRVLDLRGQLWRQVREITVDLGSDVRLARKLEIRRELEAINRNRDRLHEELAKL
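Luminescent ADP detection (ADP-Glo, two-step: ATP depletion then ADP-to-ATP conversion for luciferase) reported PFK activity after 45 min room-temperature reaction of 1.25 nM enzyme with 0.5 mM F6P and 0.1 mM ATP at pH 8.0.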
ELG1 repair inh = blocks ELG1-dependent DNA repair in HEK293T cells; HEK293T ELG1-luciferase reporter, luminescence, 16 h; DNA damage induced by 5-fluorouridine; Potency, µM (titrated, usually from 46.1 µM), inactives show at the top dose activity change, negative = inhibition, actives largely listed as inhibitors; hit rate 2.3% among 330,000; AID 504467; also: potency is read from the fitted curve at half-maximal effect; % is scaled to controls: 0 for no effect and ±100 for the full control effect; nearly all actives have a fitted effect of over 55% in size
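Quantitative HTS, concentration-response format. 2,000 cells/well co-treated with 5-fluorouridine and compound, 16 hr in 5% CO2 at 37 °C; ONE-Glo luminescence read after 30 min.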
NPC1 promoter act = activators of NPC1 promoter | Huh7 NPC1 promoter luciferase reporter, 24 h | Potency, µM (top dose mostly 9.22 µM), for the others: at the highest dose activation, hits mostly activators | hit rate 2.4% among 320,000;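 also: potency is read from the fitted curve at half-maximal effect; % of control where 0% means no effect; nearly all actives have a fitted effect of over 60% in size; reporter is driven by a mutant NPC1 promoter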
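Stable NPC1-promoter luciferase Huh7 line; cpd (DMSO) 24 h, 37 °C, 5% CO2; Amplite luciferase reagent 10 min RT; luminescence readout. qHTS format.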
RORgamma inh = inhibitors of mouse ROR gamma transcriptional activity. P51450. Drosophila S2 Gal4-RORgamma UAS-luciferase reporter, 20 h. Potency, µM (doses to about 53.6 µM), for the others: at the top dose activity change, negative = inhibition, hits mostly inhibitors. hit rate 5.4% among 310,000. AID 2551; also: potency is read from the fitted curve at half-maximal effect; % is scaled to controls: 0 for no effect and ±100 for the full control effect; nearly all actives have a fitted effect of over 60% in size
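ROR gamma transcriptional activity was tracked as Gal4-UAS luciferase output in stably transfected Drosophila Schneider cells, with compound added 1 hr before 700 uM copper sulfate induction and a 20 hr ambient-temperature incubation.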
VP16 counter = Gal4-VP16 reporter inhibition counter-screen. Drosophila S2 Gal4-VP16 UAS-luciferase, luminescence, 20 h. Potency, µM (highest dose often 53.6 µM), inactives show at the highest dose activity, negative = inhibition, hits mostly inhibitors. hit rate 3.5% among 310,000. AID 2546;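 also: Gal4-VP16 expression switched on by copper sulfate through the metallothionein promoter; potency is read from the fitted curve at half-maximal effect; % is scaled to controls: 0 for no effect and ±100 for the full control effect; nearly all actives have a fitted effect of over 50% in size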
BRCA1 expr up = activators of BRCA1 expression. MCF7-BRCA1-FFLuc reporter, luminescence, 48 h; response scale: scaled: vehicle 0%, 10 µM genistein 100%. Potency, µM (top dose mostly 46.1 µM), without a hit: at the highest dose activation, usual class: activators. hit rate 1.1% among 380,000; also: potency is read from the fitted curve at half-maximal effect; nearly all actives have a fitted effect of over 80% in size; some results filed as inactive show a strong effect at the top dose
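Quantitative HTS in MCF7 cells stably reporting BRCA1 expression via firefly luciferase. Compound treatment lasts 48 h at 37 °C in phenol-red free MEM. Activation is expressed relative to genistein at 10 microM and DMSO.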
Rab9 promoter act = activates the Rab9 promoter; Huh7 Rab9 promoter-luciferase reporter, luminescence, 24 h; Potency, µM (doses to about 9.22 µM), inactives show at the highest dose activation, negative = inhibition, most hits filed as activators; hit rate 2.8% among 320,000; also: potency is read from the fitted curve at half-maximal effect; % of control where 0% means no effect; nearly all actives have a fitted effect of over 60% in size
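Luciferase signal after 10 min detection reagent at ambient indicates Rab9 promoter upregulation; stably transfected Huh7 cells were treated 24 h with compound in DMSO at 37 °C, 5% CO2.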
TRPV1 ag = activates the human vanilloid receptor TRPV1; Q8NER1; TRPV1-expressing cells, Fluo-8 calcium influx, agonist mode; activation, % at 8.33 µM; hit rate 0.19% among 320,000; AID 540275; in the data active = activation above about 80%; inconclusive = between about 30% and that limit; also: 0% is about no effect
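Fluo-8 calcium influx in TRPV1-expressing cells, kinetic read (ex 480/em 520 nm). Compound added and read 3 min for agonist activity, followed by capsaicin at EC20 final and 2 min further read for enhancement.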
ELG1 genotoxic = inducers of genotoxicity in HEK293T ELG1-luciferase cells; Potency, µM (doses to about 46 µM), inactives show top-dose activity change, positive = activation, usual class: activators; HEK293T ELG1-luciferase reporter, luminescence, 16 h; hit rate 1.3% among 330,000; AID 504466; also: potency is read from the fitted curve at half-maximal effect; % of control where 0% means no effect; nearly all actives have a fitted effect of over 60% in size
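HEK293T cells expressing luciferase-tagged ELG1 were treated with compound or DMSO for 16 hr at 37°C. Luciferase activity was then read after 30 min with ONE-Glo at room temperature; rising signal flags genetic stress.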
FLuc modulator = inhibits or activates purified firefly luciferase, miR-21 counter-screen | P08659 | purified FLuc, Km substrates, luminescence inhibition | Potency, µM (highest dose often 57.5 µM), without a hit: at the highest dose activity change, negative = inhibition, actives largely listed as inhibitors | hit rate 6.9% among 360,000;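 also: potency is read from the fitted curve at half-maximal effect; plate controls were vehicle for no effect and reference inhibitor for full effect; nearly all actives have a fitted effect of over 55% in size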
Target sequence (P08659 whole entry, looked up): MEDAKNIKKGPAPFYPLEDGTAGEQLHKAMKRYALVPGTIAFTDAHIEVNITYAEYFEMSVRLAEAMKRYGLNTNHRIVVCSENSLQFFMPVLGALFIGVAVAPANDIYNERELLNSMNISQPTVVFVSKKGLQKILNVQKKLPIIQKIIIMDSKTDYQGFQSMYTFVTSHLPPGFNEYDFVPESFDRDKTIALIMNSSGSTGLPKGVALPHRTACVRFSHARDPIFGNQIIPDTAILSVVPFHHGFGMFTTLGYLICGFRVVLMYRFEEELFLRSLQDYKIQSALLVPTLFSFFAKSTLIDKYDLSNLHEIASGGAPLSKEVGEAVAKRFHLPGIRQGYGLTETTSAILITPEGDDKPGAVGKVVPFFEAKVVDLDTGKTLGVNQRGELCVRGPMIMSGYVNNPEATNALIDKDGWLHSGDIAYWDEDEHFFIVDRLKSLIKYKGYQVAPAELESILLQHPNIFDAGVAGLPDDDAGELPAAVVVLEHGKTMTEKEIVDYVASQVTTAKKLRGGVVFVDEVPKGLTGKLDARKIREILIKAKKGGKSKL
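Purified P. pyralis luciferase (10nM final) with 10uM D-luciferin and 10uM ATP (Km levels) in 50mM Tris acetate pH 7.5, 10mM Mg acetate, 0.01% Tween-20, 0.05% BSA; qHTS 6-point titration, ~60 µM downward; luminescence read.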
An asterisk follows results filed as active; u = inconclusive; x = no result given; & = joins results of further samples; [ ] = another dose, or the depositor's remark. Unless noted, calls follow the shape of the dose curve; as a rule, active = well fitted curve in the direction sought with a large enough effect; inconclusive = small, poorly fitted or top-dose-only effect, or another doubt; inactive = no such curve, though single readings can be large; an effect the other way counts as inactive or inconclusive. Outcome played no part in choosing rows; any-hit rate near 15%.

Results follow in this order: p53 reactivator	Tb PFK block	ELG1 repair inh	NPC1 promoter act	RORgamma inh	VP16 counter	BRCA1 expr up	Rab9 promoter act	TRPV1 ag	ELG1 genotoxic	FLuc modulator
#1 COc1ccc(C(=O)/C=C/c2ccsc2)cc1CSCC(=O)O
 : -22%	-7%	2%	-6%	10µM*	10µM*	-10%	-1%	0	-9%	u
#2 CCOc1ccc(NC(=O)c2cc3cc4ccc(C)cc4nc3o2)cc1
 : 0%	6%	u	-18%	-18%	-12%	0%	-13%	3	-16%	1%&-8%
#3 Cc1cccc(NC(=O)CSc2ccc(-c3cccnc3)nn2)c1
 : 7%	0%	u	0%	-2%	7%	-18%	-2%	1	-15%	-14%
#4 CC1(C)CC(=O)c2cnc(NC(=O)C3CCCC3)nc2C1
 : 26%	-3%	26%	8%	-1%	0%	24%	8%	6	13%	-14%
#5 O=C(NCC1CCCO1)/C(=C\c1ccco1)NC(=O)c1ccccc1 (configuration not stated)
 : 6%	-4%[0.46 µM]	-2%	7%	1%	-9%	-6%	1%	1	0%	-3%
#6 Cc1onc(-c2ccccc2)c1C(=O)N1CCN(S(=O)(=O)c2ccc(Cl)cc2)CC1
 : -2%	0%	-6%	-3%	11%	5%	-1%	-1%	4	-3%	2%
#7 CN(C)c1ccnc(Nc2ccccc2)c1C#N
 : -2%	-2%	2%	0%	4%	-6%	-1%	8%	-5	2%	1%
#8 O=C(NCCCN1CCOCC1)C1Cc2c(ccc3ccccc23)O1 (configuration not stated)
 : -3%	5%	-3%	2%	-1%	6%	3%	0%	0	-1%	-3%
#9 O=C(CN(c1ccc(Cl)c(Cl)c1)S(=O)(=O)c1ccccc1)N1CCc2ccccc2C1
 : -5%	-1%	-7%	3%	u	-9%	-51%	2%	u	-5%	0%
#10 COc1cccc(C(=O)CN(C(=O)c2ccc(Cl)cc2Cl)N2C(=O)c3ccccc3C2=O)c1
 : -2%	1%	u	1%	-4%	9%	-19%	-1%	1	1%	-2%
#11 N#Cc1ccccc1OCC(=O)OCC(=O)Nc1ccc2c(c1)OCO2
 : 0%	-2%	8%	-1%	x	x	-1%	11%	1	4%	-1%
#12 CCOC(=O)c1ccccc1NC(=O)CSc1nccn1C
 : 7%	-4%	1%	-1%	29%	-7%	-5%	-1%	-1	-1%	8%
#13 C=CC[C@H](CC(=O)N(CCO)Cc1ccccc1)C(=O)N[C@H](COC(=O)[C@@H](CC=C)CC(=O)OC(C)(C)C)c1ccccc1
 : 0%	4%	u	x	x	x	-32%	x	x	-9%	x
#14 CCCCN(C(=O)c1ccc(S(=O)(=O)N2CCCCC2)cc1)C1CCS(=O)(=O)C1 (configuration not stated)
 : -2%	4%	u	13%	x	x	0%	17%	27	u	-8%
#15 Cc1cccc(OCC(=O)OCC(=O)N(CC(C)C)c2c(N)n(Cc3ccccc3)c(=O)[nH]c2=O)c1C
 : 0%	15%	1%	-2%	x	x	-13%	1%	-2	2%	7%

Five records picked at random from those above, as already listed:
Results follow in this order: p53 reactivator	Tb PFK block	ELG1 repair inh	NPC1 promoter act	RORgamma inh	VP16 counter	BRCA1 expr up	Rab9 promoter act	TRPV1 ag	ELG1 genotoxic	FLuc modulator
#2 CCOc1ccc(NC(=O)c2cc3cc4ccc(C)cc4nc3o2)cc1
 : 0%	6%	u	-18%	-18%	-12%	0%	-13%	3	-16%	1%&-8%
#11 N#Cc1ccccc1OCC(=O)OCC(=O)Nc1ccc2c(c1)OCO2
 : 0%	-2%	8%	-1%	x	x	-1%	11%	1	4%	-1%
#4 CC1(C)CC(=O)c2cnc(NC(=O)C3CCCC3)nc2C1
 : 26%	-3%	26%	8%	-1%	0%	24%	8%	6	13%	-14%
#1 COc1ccc(C(=O)/C=C/c2ccsc2)cc1CSCC(=O)O
 : -22%	-7%	2%	-6%	10µM*	10µM*	-10%	-1%	0	-9%	u
#14 CCCCN(C(=O)c1ccc(S(=O)(=O)N2CCCCC2)cc1)C1CCS(=O)(=O)C1 (configuration not stated)
 : -2%	4%	u	13%	x	x	0%	17%	27	u	-8%

(cont.)
Results follow in this order: p53 reactivator	Tb PFK block	ELG1 repair inh	NPC1 promoter act	RORgamma inh	VP16 counter	BRCA1 expr up	Rab9 promoter act	TRPV1 ag	ELG1 genotoxic	FLuc modulator
#16 C[C@H](CO)N1C[C@H](C)[C@@H](CN(C)C(=O)Nc2ccc(C(F)(F)F)cc2)Oc2ccc(NC(=O)Cc3ccccc3)cc2C1=O
 : -3%	6%	-6%	x	x	x	-18%	x	x	-1%	x
#17 COC(=O)C1CCN(CC(=O)Nc2ccc(OC)c(Cl)c2)CC1
 : -1%	2%	17%	-2%	19%	-14%	1%	1%	1	4%	8%
#18 CN(CC(=O)Nc1ccc(F)cc1)C(=O)COc1ncnc2ccccc12
 : -4%	3%	3%	-3%	-10%	-8%	3%	0%	4	2%	6%
#19 N#Cc1c(N)oc(-c2ccc3c(c2)OCO3)c1-c1ccc2c(c1)OCO2
 : 9%	0%	3%	6%	34%	0%	-11%	2%	0	5%	-16%
#20 Cc1ccc2cc(C)c3nnc(SCC(=O)Nc4nc5c(s4)CCCC5)n3c2c1
 : -6%	1%	u	-5%	-14%	0%	x	4%	-3	0%	1%
#21 Oc1ccccc1C1=NCCNC(C(F)(F)F)=C1
 : 0%	-1%	-3%	-7%	0%	-9%	1%	1%	2	-1%	1%
#22 O=C(Nc1ccc(N2CCN(C(=O)c3ccc(Cl)cc3)CC2)cc1)c1ccc2c(c1)OCCO2
 : -3%	-1%	4.1µM*	-23%	24%	1%	-83%[inhibitor]	-28%	5	-29%	u
#23 Cc1cc(CNC(=O)Nc2ccc3c(c2)OCO3)nn1C
 : x	x	x	x	1%	11%	91%	x	12	x	u
#24 Cc1ccsc1C1NC(=O)c2ccccc2N1 (configuration not stated)
 : 11%	-6%	9%	-13%	27%	10%	-46%	1%	10	-2%	-5%
#25 C[C@H]1CCC(=O)N([C@H](CSc2ccccc2)Cc2ccccc2)CC1
 : 5%	4%	-5%	3%	15%	5%	-7%	-4%	u	-2%	-5%
#26 COc1ccc(N2CCN(C3=CC(=O)N(c4cccc(Cl)c4)C3=O)CC2)cc1
 : 2%	2%	7%	1%	4%	5%	3%	-2%	-4	-1%	0%
#27 Cc1ccc(C(=O)CC2(O)C(=O)N(C)c3ccccc32)s1 (configuration not stated)
 : 6%	4%	16%	-4%	32%	3%	-5%	-7%	0	-1%	u
#28 COc1cc(CN2CCCN(C)CC2)c([N+](=O)[O-])cc1OC
 : x	3%	-6%	7%	u	5%	-9%	7%	0	0%	-1%
#29 O=C(COC(=O)c1ccc(=O)n(Cc2ccccc2)n1)Nc1ccc2c(c1)OCCO2
 : 4%	-4%	16%	-3%	4%	1%	-26%	-1%	-3	0%	6%
#30 CC(=O)O[C@H]1CC[C@]2(C)[C@H]3CC=C4[C@@H]5[C@@H](C)[C@H](C)CC[C@]5(C(=O)O)CC[C@@]4(C)[C@]3(C)CC[C@H]2C1(C)C
 : 8%	-18%	-1%	-6%	u	8%	x	-1%	0	-8%	1%
#31 CCc1[nH]nc2c1C(c1ccc(Br)s1)C(C#N)=C(N)O2 (configuration not stated)
 : 4%	-16%	1%	-6%	11µM*	u	-22%	-3%	-6	13%	-2%
#32 COc1ccc(NC(=O)c2cn3c(nc4ccccc43)c(C#N)c2C)cc1
 : -4%	-3%	-15%	-5%	10%	-10%	25%	22%	2	-1%	-3%
#33 COc1cc(NC(=O)COC(=O)C=C(C)C)c(C)cc1[N+](=O)[O-]
 : -1%	0%	-16%	10%	6%	-19%	32%	-1%	2	-7%	-6%
#34 Clc1ccccc1/C=C/c1nc(-c2ccccn2)no1
 : -6%	-15%	u	0.22µM*	2.5µM*	u	u	u	24	u	0.11µM*
#35 Cc1cccc2cc(C#N)c(NCc3ccccc3)nc12
 : -19%	-6%	19%	7%	5.6µM*	7.1µM*	-28%	3%	1	-1%	-4%
#36 COCc1cc(C)nc(N/N=C/c2ccc(-c3cc(C(=O)O)ccc3Cl)o2)c1C#N
 : 0%	-9%	3%	5%	6%	3%	x	1%	-7	0%	u
#37 C=CCn1c(=N)n(CC(=O)c2ccc(OC)cc2)c2ccccc21
 : -5%	-2%	0%	-10%	-21%	-9%	-32%	-4%	3	-13%	0%
#38 CC(=O)N1c2ccccc2NC2=C(C(=O)CC(C)(C)C2)C1c1cccn1C (configuration not stated)
 : 1%	-7%	-4%	-6%	13%	-13%[10 µM]	-3%	1%	-2	7%	1%
#39 Cc1csc(NC(=O)c2c(-c3ccccc3)noc2C)n1
 : 3%	1%	-4%	-3%	12%	2%	1%	-1%	0	-6%	-1%
